# Assay outcomes deposited in PubChem by several laboratories.
# DSG3 Ab inh: inhibitors of pemphigus antibody binding to DSG3, primary screen, biochemical, bead-based, flow cytometry, scFv-GFP; Desmoglein-3 (Homo sapiens), P32926; DSG3-coupled beads, scFv-anti-DSG3-GFP binding; hits give low values; binding (percent of control), % at 10 µM; 310,000 compounds, 0.48% hits; AID 588358, 2011;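 active = binding more than 3 SD below its plate's average and above zero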;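 also: hits lower antibody fragment binding to DSG3; some compounds called inactive have numbers as strong as hits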
# Mot1-301 SUMO: yeast Mot1-301 growth rescue at high temperature, primary screen, SUMOylation pathway inhibitor project, S. cerevisiae, ATP luminescence, 38.5C; 320,000 compounds, 1% hits; growth rescue, % at 18.8 µM; S. cerevisiae Mot1-301 growth rescue; percent above DMSO median, 100 means doubled;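 active = every valid replicate shows activation above 250% relative to neutral control wells; inactive = the rest, any valid replicate at or below 250%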;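 also: OY570 slx delta 5 strain wells were the positive control but not used for scaling; some compounds called inactive have numbers as strong as hits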
# Arrestin-AP2 inh: inhibitors of beta-arrestin/AP2 binding, primary screen, biochemical, GPCR trafficking, flow cytometry; inhibition, % at 10 µM; FITC-arrestin peptide / GST-AP2 beads; AP2 beta2 appendage carries R879A mutation; AID 504490, 2011; 340,000 compounds, 0.31% hits;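 active = inhibition above a set limit, near 3 SD of compounds lacking own fluorescence, cut at about 54% in these data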;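 also: plate controls were DMSO wells for no effect and 5 µM unlabelled arrestin peptide for full effect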
#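 Material – GST-tagged AP2 beta2-adaptin appendage (R879A) on 4 µm glutathione beads · Probe or stimulus – fluorescein-tagged arrestin peptide at 50 nM final · Timing – 12 min plus 1 h, RT · Detection – bead flow cytometry, FITC channel · Read-out basis – inhibition as reduced fluorescein signal on beads, percent · Medium – PBS plus Tween 20 (0.05%) and BSA (0.1%)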
# OPRM1-OPRD1 inv: inverse agonists of MOR-DOR heterodimerization, primary screen, cell-based, luminescence; Mu-type opioid receptor (Homo sapiens) + Delta-type opioid receptor (Homo sapiens), …; cell-based MOR-DOR heterodimer luminescence, inverse agonism; inhibition, % at 9.3 µM; 340,000 compounds, 0.21% hits; AID 504357, 2011; in the data active = inhibition above about 22%, passing the limit was not always enough;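 also: 0% = cells with DMSO and 100% = wells without cells with DMSO; values of inactives mirror those of a sister screen read the other way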
# Target sequence (P35372 whole entry, looked up): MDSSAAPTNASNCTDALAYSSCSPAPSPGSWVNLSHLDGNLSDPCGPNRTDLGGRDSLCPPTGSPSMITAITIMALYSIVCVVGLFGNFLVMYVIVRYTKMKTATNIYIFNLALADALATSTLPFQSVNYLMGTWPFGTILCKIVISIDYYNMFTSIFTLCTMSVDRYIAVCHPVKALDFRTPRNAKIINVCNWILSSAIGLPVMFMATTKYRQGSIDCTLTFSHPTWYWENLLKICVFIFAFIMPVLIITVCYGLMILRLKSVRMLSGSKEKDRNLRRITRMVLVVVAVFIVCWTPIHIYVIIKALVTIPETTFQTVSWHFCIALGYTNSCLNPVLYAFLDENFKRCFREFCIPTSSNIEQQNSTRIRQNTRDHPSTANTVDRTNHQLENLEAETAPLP
# Target sequence (P41143 whole entry, looked up): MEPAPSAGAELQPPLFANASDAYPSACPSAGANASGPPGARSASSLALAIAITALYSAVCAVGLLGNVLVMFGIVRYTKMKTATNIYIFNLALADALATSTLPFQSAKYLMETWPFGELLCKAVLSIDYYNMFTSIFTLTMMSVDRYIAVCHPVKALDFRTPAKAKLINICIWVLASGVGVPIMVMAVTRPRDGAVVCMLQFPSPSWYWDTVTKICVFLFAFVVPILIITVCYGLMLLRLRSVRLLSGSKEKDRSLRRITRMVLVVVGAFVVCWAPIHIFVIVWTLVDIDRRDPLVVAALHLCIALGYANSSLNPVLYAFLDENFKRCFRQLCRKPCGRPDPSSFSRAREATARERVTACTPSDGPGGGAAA
# OPRM1-OPRD1 ag: agonists of OPRM1-OPRD1 heterodimerization, primary screen, cell-based, luminescence; Mu-type opioid receptor (Homo sapiens) + Delta-type opioid receptor (Homo sapiens), …; cells; activation, % at 9.3 µM; 340,000 compounds, 0.3% hits; AID 504326, 2011; in the data active = activation above about 18%;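 also: 0% = vehicle-treated cells and 100% = reference agonist; values of inactives mirror those of a sister screen read the other way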
# PfHsp90 yeast 2: growth inhibition of PfHsp90-expressing yeast, primary screen, antimalarial PfHsp90 inhibitor project, S. cerevisiae, BacTiter-Glo luminescence, single point, set 2. BacTiter-Glo ATP, 48 h; yeast lacking PDR1 and PDR3 efflux regulators. inhibition, % at 9.4 µM. 310,000 compounds, 0.32% hits;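 active = every replicate shows inhibition above about 80%, whatever the replicate mean, limit read from the data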;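 also: 0% = DMSO neutral controls and 100% = 20 µM radicicol positive controls; yeast relying on Plasmodium falciparum Hsp90 in place of its own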
# phage Ecoli inh: growth loss of phage-infected E. coli, primary screen, RecBCD inhibitor project, absorbance, with phage, HTS; AID 651602, 2012; 360,000 compounds, 0.26% hits; inhibition, % at 11.9 µM; in the data active = inhibition above about 11%
# AddAB inh: growth inhibition of E. coli expressing H. pylori AddAB, primary screen, AddAB inhibitor project, absorbance | 330,000 compounds, 0.29% hits | inhibition, % at 11.9 µM; in the data active = inhibition above about 12%;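 also: 0% = vehicle wells of infected cells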
# Tat export inh: E. coli Tat export inhibitors, primary screen, MC4100, TorA-mCherry reporter, fluorescence, single point | inhibition, % at 10 µM | 340,000 compounds, 0.036% hits | AID 488895, 2010;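 active = mean replicate inhibition at least 50% and at least half of replicates individually reaching 50%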;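 also: exported cargo escapes ClpAP degradation while cytoplasmic cargo is degraded and loses fluorescence; 0% = median of neutral control wells and 100% = median of NaSCN control wells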
# PKA-R1A activ: activators of PKA-R1A holoenzyme, primary screen, biochemical, fluorescence polarization, Cy5-IP20, bovine R1A, mouse PKAc; PKA-R1A dissociation; scaled: DMSO 0%, 113 µM cGMP 100%; cAMP-dependent protein kinase type I-alpha regulatory subunit (Bos taurus) + …; AID 504707, 2011; 340,000 compounds, 0.083% hits; activation, % at 11.4 µM;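 active = percent activation above the mean of all tested compounds plus 3 SD, cut at about 19% in these data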;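 also: higher means more PKAc released from R1A so a rise in polarization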
# Ecoli viability: E. coli V3065 growth inhibition, primary screen, counter-screen for AddAB inhibitor project, absorbance, OD600. 18 h. inhibition, % at 11.9 µM. 330,000 compounds, 0.27% hits. AID 449728, 2010;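 active = inhibition above the campaign's mean inhibition across all tested compounds plus 3 SD, cut at about 9.9% in these data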;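 also: uninfected addAB+ strain grown without phage in ampicillin broth; 0% = DMSO wells and 100% = ciprofloxacin 0.95 µg/ml wells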
# Numbers without * were called inactive; nt = not tested or not shown; + = active, no number; & = joins results of further samples.
# Below each compound – DSG3 Ab inh	Mot1-301 SUMO	Arrestin-AP2 inh	OPRM1-OPRD1 inv	OPRM1-OPRD1 ag	PfHsp90 yeast 2	phage Ecoli inh	AddAB inh	Tat export inh	PKA-R1A activ	Ecoli viability
Cc1cc2nccc(-c3cccnc3)n2n1
→ 106	9	22	9	-1.7	-45	0.8	3.2	-2	4	0.9
C/C=C/C=C/C(=O)OCC(=O)Nc1ccc(Cl)cc1
→ 89	170	32	6	-1.3	-9	1.3	-0.2	-4	-11	-1.7
NS(=O)(=O)c1ccc(CCN2C(=O)CCC2=O)cc1
→ 95	273	-13	4	-0.7	11	1.8	2.4	-8	2	2.3
O=C(Nc1ccccc1Br)c1ccc(N2CCCC2=O)cc1
→ 106	-21	-1	6	-0.9	-7	2.7	1.0	-2	-6	-5.0
O=C(/C=C/c1cc(Br)ccc1F)OCC(=O)N1CCCC1
→ 97	0	1	20	-3.8	-13	0.6	1.7	-1	1	-0.9
O=C(N/N=C/c1ccc(Cl)cc1)c1cc2c(s1)-c1ccccc1CC2
→ 100	-17	-9	-1	0.2	15	2.3	1.4	-8	3	-0.6
COc1ccc(NC(=O)N2CCCC2C(=O)NCC2CCCCC2)cc1 (centres undefined)
→ 109	-22	-2	4	-0.6	3	-0.5	5.6	-7	-6	0.6
COc1ccc(NC(=S)Nc2ccc3nc(C)c(C)nc3c2)cc1
→ nt	-18	-5	-6	1.1	nt	1.8	-3.2	2	4	-1.0
COc1ccc(OC)c(/C=C2\Oc3cc(OCC(=O)N4CC(O)C[C@H]4C(=O)O)ccc3C2=O)c1 (some centres undefined)
→ 103	12	20	20	-4.0	-2	1.7	0.2	4	0	-1.5
COC(=O)[C@H]1[C@H](c2ccccc2)[C@H](C(=O)OC)O[C@H]1c1ccccc1
→ 101	-16	-1	11	-2.2	1	1.9	3.0	-7	-6	-0.2
CCOc1ccc(N(CC(=O)N2CCC(Cc3ccccc3)CC2)S(C)(=O)=O)cc1
→ 103	-15	8	-1	0.2	-8	5.6	4.8	2	-4	0.1
O=C(CCC(=O)c1cccs1)NCc1ccccc1
→ 98	7	0	11	-1.9	1	1.4	0.0	-2	0	-2.1
Cc1ccc(OCCCC(=O)Nc2ccc(Cl)c(S(=O)(=O)N3CCOCC3)c2)cc1
→ 113	9	19	-10	2.5	-11	1.4	0.6	4	5	-0.7
CC(C(=O)NCc1ccccn1)c1ccc([N+](=O)[O-])cc1 (centres undefined)
→ 112	8	11	8	-1.6	-6	1.2	0.7	-1	-6	-1.9
Cc1nnc(SCC(=O)Nc2sc3c(c2C(N)=O)CCCC3)[nH]c1=O
→ 84	-30	26	14	-2.5	nt	1.5	6.0	3	-4	1.1
CCC(=O)O[C@]1(C(=O)CCl)[C@@H](C)C[C@H]2[C@@H]3CCC4=CC(=O)C=C[C@]4(C)[C@@]3(F)[C@@H](O)C[C@@]21C
→ 97	-3&-5	26	-10	1.8	-38	3.6	-2.9	6	-12	0.1
O=C(Nc1ccc(S(=O)(=O)NC2=NCCCCC2)cc1)c1ccc(Cl)cc1Cl
→ 85	3	-7	2	-0.4	8	3.1	1.1	-8	-6	2.8
O=C(Nc1ccccc1C(=O)NCCCN1CCOCC1)c1ccc(Cl)cc1
→ 127	-9	3	10	-2.0	3	-0.3	-2.1	-8	5	-0.9
CCCn1c(SCC(=O)c2ccc3c(c2)OCCO3)nnc1-c1ccco1
→ 101	0	-1	9	-1.6	10	0.9	0.9	-2	-10	1.9
CC1CCCN(C(=O)C2CCN(CC(C)c3ccccc3)CC2)C1 (centres undefined)
→ 106	325	5	6	-1.2	-9	-0.7	4.4	0	-5	-0.8
COc1ccccc1C(=O)Nc1ccc(S(=O)(=O)Nc2cc(C)nc(C)n2)cc1
→ 97	5	-12	0	0.0	-4	-0.7	1.3	-1	-6	-0.6
COCCNC(=O)c1c[nH]c2ccc(S(=O)(=O)Nc3ccccc3F)cc2c1=O
→ 95	-13	31	8	-1.8	7	1.7	-1.0	-4	-5	-1.7
COc1ccc([N+](=O)[O-])cc1NC(=O)C(C)OC(=O)C1CCCC1 (centres undefined)
→ 111	54	18	1	-0.3	-23	-0.1	0.1	-2	3	1.1
CCN(CC)CCCN1C(=O)c2oc3ccccc3c(=O)c2C1c1cccc(OC)c1OC (centres undefined)
→ 103	-6	7	-1	0.2	-4	1.8	0.8	-3	-7	-2.1
Cc1cccc2cc3c(N)c(C(=O)N4CCOCC4)sc3nc12
→ nt	-18	2	17	-3.3	68	2.5	1.4	2	0	-1.0
Cc1ccc(C=Nc2ccccc2C(N)=O)s1
→ 106	-18	4	15	-2.8	1	4.0	11	-6	1	4.8
O=S(=O)(NC1CCCCC1N1CCC(O)CC1)c1ccc(Cl)cc1 (centres undefined)
→ 101	-13	21	4	-0.7	-8	1.4	-1.3	-10	5	-4.3
CCCC(NC(=O)C(C)NC(=O)CO/N=C1\C=C2CCC3C4CCC(C(C)=O)[C@@]4(C)CCC3[C@@]2(C)CC1)C(=O)O (some centres undefined)
→ 103	13	-9	5	-1.0	-39	1.9	nt	7	-5	nt
Cc1cccc(N(C(=O)c2ccc(Cl)cc2)C2CS(=O)(=O)CC2OC(=O)c2ccc(Cl)cc2)c1 (centres undefined)
→ 96	23	-1	10	-1.8	-14	0.2	0.2	-14	-8	-1.2
O=C1CC(N2CCOCC2)C(=O)N1c1ccc(Cl)cc1 (centres undefined)
→ 98	-1	-4	9	-1.6	-27	1.1	0.8	4	7	1.2
O=C(CN1CCCCCC1)NC(c1ccccc1)c1ccccc1
→ 102	5	2	-4	0.8	-21	0.1	-1.6	-10	-1	-1.5
Cc1ccc(C)c(S(=O)(=O)N2CCCN(C)CC2)c1
→ 113	-21	16	-8	1.5	-16	0.4	6.7	-6	-3	1.9
COc1cc(/C=N/Nc2ccc(C(F)(F)F)cn2)ccc1O
→ 100	+	4	-11	2.0	-26	4.3	6.6	3	1	0.5
Cc1ccc2cccnc2c1NC(=S)NC(=O)c1ccccc1
→ 97	-22	2	-26	5.4	4	4.1	-2.8	8	-13	-1.4
CCN(CC(=O)Nc1c(F)cccc1F)C(=O)CSc1nnc(-c2ccco2)n1CC
→ 112	154	24	23	-7.0	14	0.7	1.4	-4	-4	0.8
COc1cc(OC)nc(NC(C)=O)n1
→ 102	6	-12	9	-1.6	5	3.1	-0.1	17	-5	0.6
CC1=C(C)CC(C(=O)NNC(=O)c2ccccc2)C(C(=O)O)C1 (centres undefined)
→ 102	1	36	13	-2.8	27	3.1	2.9	-5	-7	-0.4
Cc1ccc(C)c(NC(=S)N/N=C/C(C)c2ccccc2)c1 (centres undefined)
→ 99	-12	-11	-13	2.4	-6	1.7	1.5	-7	-6	1.4
Cc1cccc(N(C)S(=O)(=O)c2ccc3c(c2)C(C)(C)C(=O)N3C)c1
→ 104	63	-6	1	-0.1	-26	1.4	-1.2	9	-5	-0.8
O=C(c1ccc(-c2ccc([N+](=O)[O-])cc2)o1)N1CCCCC1
→ 84	3	1	-4	0.6	15	3.1	-0.5	1	4	0.0
COCCC(=O)N1CCC(Oc2ccc(C(=O)NC(C)CCn3cccn3)cc2)CC1 (centres undefined)
→ 109	-2	-10	8	-1.2	16	2.0	nt	-8	-7	nt
CCOC(=O)C1CCCN(C(=O)/C=C/c2cc(OC)c(OC)c(OC)c2)C1 (centres undefined)
→ 88	3	1	22	-3.3	24	-0.4	1.7	-3	-2	-1.2
O=C(CCOc1ccccc1)Nc1ccc(S(=O)(=O)Nc2ncccn2)cc1
→ 101	nt	-8	11	-2.1	7	2.8	0.1	-8	-3	-0.1
Cc1ccc(SCc2nc3ccccc3n2CC(=O)Nc2ccccc2)cc1
→ 107	-11	-2	nt	nt	2	1.8	1.9	2	4	0.0
C#Cc1ccc(CN2CCC(N3CCC(C(=O)NCc4ccccn4)CC3)CC2)cc1
→ 138	-17	13	2	-0.4	28	0.2	1.7	4	-9	2.6
Cc1cc(O)ccc1N/C=C1\CCCC1=O
→ 112	4	-2	5	-0.8	4	2.8	1.5	-2	-12	0.4
O=C(NNC(=O)c1csc(N2CCOCC2)n1)c1ccc(Cl)nc1
→ 98	452*	32	6	-1.0	0	7.2	2.0	-5	4	-2.7
CN1C=CC2=C(C#N)C(N)C(C#N)(C#N)C(c3ccccc3)C2C1 (centres undefined)
→ nt	0	-6	2	-0.3	30	2.2	2.8	-5	-8	-3.8
CCOc1ccc(NC(=O)c2ccc(NC(=O)CN3C(=O)C(=O)N(CC(C)C)C3=O)cc2)cc1
→ 99	22	-2	1	-0.1	nt	0.8	2.0	-6	-1	1.1
O=C(COC(=O)c1cccc(Cl)c1)NC(=O)NCc1ccccc1
→ nt	10	9	-16	4.1	-23	2.1	2.5	1	-1	0.6
CCOC(=O)c1c(NC(=O)CS(=O)(=O)c2cn(CC)c3ccccc23)sc2c1CCCC2
→ 87	7	11	10	-1.9	2	-0.5	-1.1	2	-4	-4.0
O=C(NC(=S)NCc1ccco1)c1ccc(Br)cc1
→ nt	63	10	-2	0.4	nt	1.9	-0.7	4	-4	0.0
COc1cccc(C(=O)Nc2nnc(SCC(=O)Nc3ccc(NC(C)=O)cc3)s2)c1
→ 109	-7	6	8	-1.4	19	0.2	6.2	-2	20*	0.1
CC1CCCC(C)N1C(=O)c1cc2ncc(CCCl)cn2n1 (centres undefined)
→ 107	0	-3	5	-1.0	12	4.1	3.8	-5	2	-0.8
CC1(C)CC(=O)C=C(c2cccc(CO)c2)C1
→ 106	-5	4	10	-2.2	-1	0.5	-0.2	-6	8	-1.3
Cn1ncc([N+](=O)[O-])c1C(=O)Nc1ccccc1
→ 94	-14	7	-1	0.2	2	-1.5	2.7	-14	3	2.1
COC(=O)C1=C(O)CSC1=Nc1ccccc1
→ nt	-17	10	1	-0.2	-16	-0.6	2.4	0	-11	0.6
CCOc1ccc(NC(=O)CN(C)S(=O)(=O)c2cnc[nH]2)cc1
→ 97	53	2	11	-2.2	2	4.2	0.4	9	-5	-0.7
O=C(CSc1ccc(-c2ccc(-n3cccn3)cc2)nn1)Nc1ccc([N+](=O)[O-])cc1
→ 90*	1	8	1	-0.2	2	-1.0	2.0	-9	9	0.6
